High-throughput results deposited in PubChem BioAssay by several laboratories.
FBA Mtb inh: Mtb FBA enzyme inhibitors, primary screen, biochemical, fluorescence, strain H37Rv; 360,000 tested, 2.3% active; inhibition, % at 1 µM; Fructose-bisphosphate aldolase (Mycobacterium tuberculosis (strain ATCC 25618 / H37Rv)), …; AID 588726, 2011; purified M. tuberculosis FBA, fluorescence read-out; in the data active = inhibition above about 27%;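 note: 0% = vehicle and 100% = reference inhibitor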
Target sequence (P9WQA3 whole entry, looked up): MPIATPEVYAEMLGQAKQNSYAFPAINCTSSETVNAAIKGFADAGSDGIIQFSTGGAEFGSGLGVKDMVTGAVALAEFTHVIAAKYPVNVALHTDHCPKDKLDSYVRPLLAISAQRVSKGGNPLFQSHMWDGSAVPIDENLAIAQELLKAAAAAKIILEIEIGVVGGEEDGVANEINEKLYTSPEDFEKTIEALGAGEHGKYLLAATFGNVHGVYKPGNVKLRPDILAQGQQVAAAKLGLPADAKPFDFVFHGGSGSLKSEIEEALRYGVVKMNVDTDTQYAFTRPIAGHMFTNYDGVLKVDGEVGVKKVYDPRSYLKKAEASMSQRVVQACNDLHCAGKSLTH
TcdB inh: TcdB glycohydrolase inhibitors, primary screen, biochemical, single point, plate reader. inhibition, % at 9.99 µM. TcdB glycohydrolase enzymatic assay. AID 652162, 2013. 350,000 tested, 0.24% active; in the data active = inhibition above about 10%
FadD28 binding: inhibitors of FadD28 bisubstrate probe binding, primary screen, biochemical, fluorescence polarization, single point. Mycobacterium tuberculosis FadD28 fatty-acid-AMP ligase. inhibition, % at 12.5 µM. 360,000 tested, 0.22% active. AID 588549, 2011; in the data active = inhibition above about 8.5%, passing the limit was not always enough; inconclusive = no clear call, values can overlap the other calls
Mtb BioA inh: M. tuberculosis BioA enzyme inhibitors, primary screen, biochemical, plate reader, single point, HTS; 360,000 tested, 0.096% active; purified M. tuberculosis BioA enzyme; 7,8-diaminopelargonic acid synthase BioA (Mycobacterium tuberculosis); inhibition, % at 9.99 µM; AID 602481, 2012; in the data active = inhibition above about 40%; inconclusive = no clear call, values can overlap the other calls
PfHsp40 rescue: rescue of yeast from PfHsp40 toxicity, primary screen, S. cerevisiae, ATP luminescence | AID 504582, 2011 | growth rescue, % at 12.5 µM | 340,000 tested, 0.68% active | S. cerevisiae expressing PfHsp40, growth rescue; in the data active = growth rescue above about 28%, passing the limit was not always enough; inconclusive = no clear call, values can overlap the other calls;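 note: yeast W303a lacking pdr1 and pdr3 grown in galactose medium; growth measured after three days at 30 °C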
Mtb UGM inh: M. tuberculosis UGM enzyme inhibitors, primary screen, biochemical, fluorescence polarization, single point. UDP-galactopyranose mutase (Mycobacterium tuberculosis (strain ATCC 25618 / H37Rv)), …. purified UGM, fluorescence polarization probe displacement. inhibition, % at 10 µM. 320,000 tested, 0.06% active. AID 504406, 2011; in the data active = inhibition above about 10%, passing the limit was not always enough; inconclusive = no clear call, values can overlap the other calls
Target sequence (P9WIQ1 whole entry, looked up): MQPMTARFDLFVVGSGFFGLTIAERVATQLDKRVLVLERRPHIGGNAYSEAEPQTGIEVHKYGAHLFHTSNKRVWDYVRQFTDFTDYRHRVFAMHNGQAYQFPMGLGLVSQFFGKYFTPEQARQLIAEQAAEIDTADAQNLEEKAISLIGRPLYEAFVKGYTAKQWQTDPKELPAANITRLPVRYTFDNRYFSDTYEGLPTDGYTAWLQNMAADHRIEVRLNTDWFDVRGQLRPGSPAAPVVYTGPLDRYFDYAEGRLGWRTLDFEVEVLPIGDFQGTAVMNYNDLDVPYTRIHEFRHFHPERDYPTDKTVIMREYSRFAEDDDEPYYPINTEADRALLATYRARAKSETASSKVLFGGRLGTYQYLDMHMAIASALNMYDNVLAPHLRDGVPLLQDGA
BH1578 lux ind: inducers of Vibrio cholerae quorum light production without autoinducers, primary screen, BH1578 luxS cqsA deficient, single point; V. cholerae BH1578 lux reporter, luminescence, 6 h; activation, % at 18.7 µM; 350,000 tested, 0.16% active; in the data active = activation mostly above about 9.7%, no sharp cut-off; inconclusive = no clear call, values can overlap the other calls; inactive = mostly below about 3.7%; note: not every result past the cut was called active; inactives centre near 0; reference of the scale not given here
GDH-TPI inh: GDH-TPI coupling enzyme inhibitors, primary screen, artefact control for M. tuberculosis FBA inhibitor project, biochemical, absorbance, full deck; GDH-TPI coupled enzyme counterscreen, NADH absorbance; inhibition, % at 4.8 µM; 360,000 tested, 1.2% active; in the data active = inhibition above about 30%;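 note: 0% = DMSO wells and 100% = wells lacking the enzyme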
Y pestis TopoI: Yersinia pestis topoisomerase I inhibitors, primary screen, biochemical, cleavage product accumulation, plate reader, single point; DNA topoisomerase I (Yersinia pestis CO92); Y. pestis Topo-I cleavage product accumulation; activity, % at 10 µM; 360,000 tested, 0.064% active; AID 504884, 2011; in the data active = activity above about 50%, passing the limit was not always enough; inconclusive = no clear call, values can overlap the other calls; note: inactives centre near 2
Starred values were filed as active, the others as inactive; i = inactive; ? = inconclusive; / = not tested or not shown; & = joins results of further samples.

item | SMILES | FBA Mtb inh | TcdB inh | FadD28 binding | Mtb BioA inh | PfHsp40 rescue | Mtb UGM inh | BH1578 lux ind | GDH-TPI inh | Y pestis TopoI
1 | COc1cccc(N2CCN(S(=O)(=O)c3ccc(-c4coc(C)n4)cc3)CC2)c1 | 1.9 | -0.8 | -3.1 | -0.7 | 0.4 | 2.8 | i | -9.5 | 16.0
2 | Cc1nc([N+](=O)[O-])c(NCCO)n1Cc1ccccc1 | 6.2 | 1.6 | -1.0 | / | 0.3 | -0.2 | 0.6 | 2.5 | -12.8
3 | COc1ccc(NC(=O)C/C(C)=N/NC(=O)C(=O)Nc2cccc(Cl)c2C)c(OC)c1 | -6.3 | -1.3 | -4.1 | / | 0.3 | -2.2 | i | -0.3 | -12.9
4 | CCSc1nc2sc3c(c2c(=O)[nH]1)CCc1ccccc1-3 | -1.1 | 0.9 | -2.6 | / | 0.4 | -0.2 | i | 10.1 | -2.7
5 | C[C@@H]1C=C(C(=O)N2CCN(C)CC2)O[C@H](OCc2ccc(CO)cc2)C1 | 4.0 | -1.5&-1.3 | -3.0 | 2.2 | 0.3 | 1.1 | i | -4.4 | 0.0
6 | COC(=O)C1=C(C)N(Cc2ccccc2)C(=O)N[C@H]1c1cccc(F)c1 | -0.4 | 0.2 | -2.2 | 0.0 | 1.0 | 0.2 | 0.6 | 6.7 | -3.9
7 | O=c1c2ccccc2n2c(=S)[nH]nc2n1-c1ccccc1 | 1.1 | -0.1 | 0.0 | -0.9 | -1.3 | 0.5 | -0.1 | 5.2 | 9.6
8 | CN(C(=O)CCc1ccccc1)c1nnc(-c2ccncc2)s1 | 5.8 | 0.1 | -2.2 | / | -0.7 | 0.8 | -0.3 | 0.7 | 3.3
9 | Cc1oc(-c2ccccc2F)nc1CS(=O)CC(=O)NC1CCCC1 (stereo unspecified) | 2.2 | -2.5 | -0.4 | / | -1.9 | -0.1 | 4.3 | 0.3 | 9.6
10 | O=C(CCl)N1N=C(c2ccco2)CC1c1cccs1 (stereo unspecified) | 3.2 | / | 1.5 | 2.0 | -1.5 | 0.3 | 1.8 | 6.5 | 10.8
11 | CC(=O)Nc1ccc(NC(=O)Oc2ccccc2)cc1 | 0.7 | 0.6 | 1.2 | -0.5 | -0.4 | -0.3 | i | 4.0 | 3.5
12 | O=C(CCN1C(=O)c2ccccc2C1=O)C1=NN[C@@H]2C(=O)N(c3cccc(Cl)c3)C(=O)[C@H]12 | -3.7 | 0.3 | -1.4 | / | 1.7 | -0.7 | -0.3 | 14.8 | -3.4
13 | COc1cccc(OC)c1OC(=O)c1ccccc1 | 0.0 | 0.1 | -2.8 | / | 0.0 | / | 1.1 | 7.8 | 0.3
14 | Clc1nccnc1-c1ccccc1 | 0.4 | / | -3.1 | / | -0.3 | 2.6 | -0.3 | -2.9 | -3.2
15 | Cc1cc(C)c(S(=O)(=O)N2CCOC2CNC(=O)C(=O)NCc2ccco2)c(C)c1 (stereo unspecified) | 2.4 | 1.8 | 0.8 | -0.1 | 0.9 | -0.3 | i | -10.6 | -1.5
16 | Cn1c(SCC(=O)Nc2ccccc2)nnc1C(F)(F)F | 1.5 | -1.9 | 0.5 | / | -0.9 | -3.0 | -0.3 | -2.9 | 2.9
17 | CCc1ccc(Nc2nnc(SCC(=O)Nc3cccnc3Cl)s2)cc1 | 0.1 | 2.8 | -2.0 | 1.1 | -0.6 | -2.0 | -0.6 | 7.3 | 13.3
18 | Cc1cccc(N2CCN(C(=O)C3CCCN(S(=O)(=O)c4cnc[nH]4)C3)CC2C)c1 (stereo unspecified) | -2.8 | / | -0.5 | 3.8 | -0.8 | 1.3 | -0.7 | 7.2 | 0.6
19 | CC(=O)Nc1ccc(NC(=O)c2ccc(Cn3cc(Cl)cn3)cc2)cc1 | -3.7 | -0.3 | -0.3 | / | -0.9 | -1.8 | i | 8.7 | 1.2
20 | O=C(Cc1ccccc1)Nc1ccc(Cl)cn1 | 1.9 | 0.4 | 2.2 | 1.3 | -0.7 | 4.3 | -0.8 | 1.1 | -3.2
21 | O=C(NNC(=O)C1CCC1)c1cccc(Cl)c1 | 4.2 | 0.4 | 1.6 | -3.3 | 0.8 | -4.6 | i | -1.1 | -7.2
22 | Cc1cc(N)n(-c2ccc(C)c(C)c2)n1 | 1.7 | 0.6 | 0.1 | / | -0.2 | -0.3 | 0.4 | 6.7 | -0.2
23 | COc1ccc(C2(C)CC(C)(C)Nc3ccccc32)cc1 (stereo unspecified) | 0.4 | 1.3 | -0.7 | -0.9 | 0.8 | 2.6 | -0.2 | -1.5 | -1.8
24 | COc1ccc(/C=C/C(=O)N2CCN(C)CC2)cc1S(=O)(=O)N1CCCCC1 | 1.4 | 0.0 | 0.7 | / | -1.1 | -0.5 | -0.1 | 3.2 | 9.6
25 | CCCCNC(=O)C1(C)CCCCN1C(=O)c1oc2ccccc2c1C (stereo unspecified) | 0.2 | 0.8 | -1.4 | -0.7 | / | / | -0.4 | 0.9 | 2.2
26 | O=C(CSCc1ccc(Cl)cc1Cl)Nc1ccc(O)cc1C(=O)O | 13.2 | -0.3 | 0.2 | -1.9 | 0.1 | -3.3 | -0.3 | 17.9 | -8.1
27 | CC(C)C(=O)Nc1ccc(Oc2ccc3c(c2)C(=O)NC3=O)cc1 | -0.8 | 4.8 | -1.5 | 0.6 | -0.5 | -1.4 | -0.7 | -6.8 | 0.3
28 | Cc1ccc(-c2csc(N)n2)s1 | 0.3 | / | -2.8 | 0.0 | 1.4 | -1.7 | 2.0 | -3.9 | -2.3
29 | O=C(Nc1ccc(F)cc1)OCCN1CCN(Cc2ccccc2)CCC1=O | 3.8 | 0.0 | 0.0 | 13.9 | -0.9 | 1.2 | -0.2 | 4.3 | -7.6
30 | O=C(Nc1ccc(Nc2ccccc2)cc1)c1ccc(Cl)cc1[N+](=O)[O-] | 1.8 | 2.4 | -0.6 | 1.3 | / | 2.0 | -0.5 | 10.3 | -21.1

item | SMILES | FBA Mtb inh | TcdB inh | FadD28 binding | Mtb BioA inh | PfHsp40 rescue | Mtb UGM inh | BH1578 lux ind | GDH-TPI inh | Y pestis TopoI
31 | CC(=O)Nc1ccc(NC(=O)/C(Cl)=C/c2ccccc2)cc1 | -1.7 | / | -2.9 | 1.2 | 6.4 | 0.7 | 0.6 | 9.2 | 2.1
32 | CCCC[C@@H]1C=C(C(=O)O)[C@H](c2ccc(Br)cc2)N1S(=O)(=O)c1ccc(C)cc1 | 4.3 | 1.2 | -3.8 | 1.9 | 5.2 | / | -2.8 | 6.2 | 10.6
33 | Cc1ccc(-c2cc(C(=O)N3CC4(C)CC3CC(C)(C)C4)no2)cc1 (stereo unspecified) | 3.9 | 0.8 | 2.5 | -5.8 | 0.5 | -1.7 | -0.4 | 2.8 | -2.2
34 | CC1CC(C)CN(S(=O)(=O)c2ccc(C(=O)NN3CCOCC3)cc2)C1 (stereo unspecified) | 2.9 | 0.7 | -0.7 | / | -0.6 | 0.9 | -0.3 | 11.7 | -9.6
35 | Cc1ccccc1-c1csc(N)n1 | -0.2 | -1.8 | -3.5 | -0.7 | -1.3 | / | -5.0 | -2.5 | -6.8
36 | O=C(/C=C\c1ccccc1)Nc1nccs1 | -0.5 | / | -4.5 | -0.6 | -1.9 | 2.0 | -6.9 | 11.3 | 3.8
37 | CCC(=O)Oc1c(C(=O)CC)cc2c(C)cc(=O)oc2c1C | 9.8 | / | -1.7 | -0.9 | -0.8 | 0.7 | -0.3 | 14.6 | -0.2
38 | NC(=O)C1CCN(C(=O)c2ccc3c(c2)S(=O)(=O)c2ccccc2C3=O)CC1 | -6.2 | 0.6 | 1.5 | 1.0 | -0.7 | 2.9 | -0.3 | -1.1 | -2.3
39 | O=C(NCc1ccccc1Cl)C(=O)NCC1OCCCN1S(=O)(=O)c1cccs1 (stereo unspecified) | -0.1 | -0.3 | 1.2 | -2.1 | -1.1 | -2.7 | -0.4 | -2.8 | 24.5
40 | COc1ccc(/C=C/C(=O)NCC(=O)N/N=C/c2cc(Br)ccc2OC)cc1 | 2.1 | / | -1.1 | -1.9 | 0.6 | -0.1 | i | 11.7 | 3.9
41 | O=C(Cc1c(Cl)cccc1Cl)Nc1ccncc1Cl | 0.1 | 1.9 | -1.5 | -1.0 | -0.4 | -0.3 | -1.7 | 5.6 | 3.4
42 | COc1ccc(NC(=O)CCCN2C(=O)C3C4C=CC(C4)C3C2=O)c(OC)c1 (stereo unspecified) | -1.3 | 1.8 | 0.8 | 0.2 | 0.9 | 0.0 | -2.6 | 2.5 | 2.5
43 | Cc1ccc(NC(=O)N2CCN(c3ccccn3)CC2)cc1 | 8.6 | 0.4 | -0.3 | 0.2 | ? | 0.8 | -0.2 | 3.7 | 1.9
44 | Cc1cc(C)n2nc(CNS(=O)(=O)c3c(F)c(F)c(F)c(F)c3F)nc2n1 | 0.8 | 1.8 | -1.1 | -0.8 | -0.9 | 0.5 | -0.3 | 6.9 | -6.6
45 | COC(=O)c1c(NC(=O)c2ccc(N(C)S(=O)(=O)c3ccc(C)cc3)cc2)sc2c1CCCC2 | 9.3 | -0.2 | -2.2 | / | 0.5 | 0.5 | -0.2 | 12.2 | -1.0
46 | NC(=O)c1ccccc1NS(=O)(=O)c1cccs1 | 5.8 | / | 0.5 | -1.0 | -0.5 | -3.4 | i | 8.0 | 3.9

5 structures out of the list, sorted by formula weight, lowest first.
item | SMILES | FBA Mtb inh | TcdB inh | FadD28 binding | Mtb BioA inh | PfHsp40 rescue | Mtb UGM inh | BH1578 lux ind | GDH-TPI inh | Y pestis TopoI
36 | O=C(/C=C\c1ccccc1)Nc1nccs1 | -0.5 | / | -4.5 | -0.6 | -1.9 | 2.0 | -6.9 | 11.3 | 3.8
41 | O=C(Cc1c(Cl)cccc1Cl)Nc1ccncc1Cl | 0.1 | 1.9 | -1.5 | -1.0 | -0.4 | -0.3 | -1.7 | 5.6 | 3.4
39 | O=C(NCc1ccccc1Cl)C(=O)NCC1OCCCN1S(=O)(=O)c1cccs1 (stereo unspecified) | -0.1 | -0.3 | 1.2 | -2.1 | -1.1 | -2.7 | -0.4 | -2.8 | 24.5
32 | CCCC[C@@H]1C=C(C(=O)O)[C@H](c2ccc(Br)cc2)N1S(=O)(=O)c1ccc(C)cc1 | 4.3 | 1.2 | -3.8 | 1.9 | 5.2 | / | -2.8 | 6.2 | 10.6
45 | COC(=O)c1c(NC(=O)c2ccc(N(C)S(=O)(=O)c3ccc(C)cc3)cc2)sc2c1CCCC2 | 9.3 | -0.2 | -2.2 | / | 0.5 | 0.5 | -0.2 | 12.2 | -1.0

3 entries from above, with values under each structure:
Below each SMILES – FBA Mtb inh	TcdB inh	FadD28 binding	Mtb BioA inh	PfHsp40 rescue	Mtb UGM inh	BH1578 lux ind	GDH-TPI inh	Y pestis TopoI
34) CC1CC(C)CN(S(=O)(=O)c2ccc(C(=O)NN3CCOCC3)cc2)C1 (stereo unspecified)
 : 2.9	0.7	-0.7	/	-0.6	0.9	-0.3	11.7	-9.6
36) O=C(/C=C\c1ccccc1)Nc1nccs1
 : -0.5	/	-4.5	-0.6	-1.9	2.0	-6.9	11.3	3.8
40) COc1ccc(/C=C/C(=O)NCC(=O)N/N=C/c2cc(Br)ccc2OC)cc1
 : 2.1	/	-1.1	-1.9	0.6	-0.1	i	11.7	3.9
